Mcl1-Bid inh: disrupts binding of human Mcl-1 to Bid peptide | 220,000 compounds, 0.97% hits | TR-FRET Mcl-1/Bid-Dy647 peptide binding, 1536-well | inhibition, % at 21.7 µM | Q07820;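 active means compounds that cut the binding signal by more than half at the single screening dose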;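 further: His-tagged Mcl-1 with europium anti-His antibody binding Bid BH3 peptide; 0% = Mcl-1 plus peptide wells and 100% = peptide-only wells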
Target sequence (Q07820 whole entry, looked up): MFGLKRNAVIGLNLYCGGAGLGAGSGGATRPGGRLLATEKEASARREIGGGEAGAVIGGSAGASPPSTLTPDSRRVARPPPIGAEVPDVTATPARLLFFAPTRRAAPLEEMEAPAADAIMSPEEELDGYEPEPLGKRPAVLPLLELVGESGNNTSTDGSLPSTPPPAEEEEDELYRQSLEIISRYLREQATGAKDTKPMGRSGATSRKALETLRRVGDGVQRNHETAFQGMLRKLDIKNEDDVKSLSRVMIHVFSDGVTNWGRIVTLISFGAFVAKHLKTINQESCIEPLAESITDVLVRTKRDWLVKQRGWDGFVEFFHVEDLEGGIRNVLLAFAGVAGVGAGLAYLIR
Mcl-1 Bim block: inhibitors of Bim-Mcl-1 interaction, human; Bead-based flow cytometry, Bim peptide-Mcl-1 binding; inhibition, % at 10 µM; 190,000 compounds, 0.1% hits; AID 1009; in the data active means inhibition above about 40%;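 further: 0% = no compound tracer wells and 100% = peptide blocker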
HRas wt GTP bind: modulators of GTP binding to human HRas wildtype; 190,000 compounds, 0.14% hits; GST-Ras wt beads, Bodipy-FL-GTP binding, flow cytometry; actives lie on both sides; P01112; GTP binding activity, % at 10 µM; AID 759;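 active means GTP binding activity at least 20% away from the 100% baseline, either lowered as inhibitor or raised as activator; inconclusive means flagged as likely green fluorescent, judged across all proteins in the well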;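 further: 0% = unlabeled GTP competition control and 100% = no-compound control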
Target sequence (P01112 whole entry, looked up): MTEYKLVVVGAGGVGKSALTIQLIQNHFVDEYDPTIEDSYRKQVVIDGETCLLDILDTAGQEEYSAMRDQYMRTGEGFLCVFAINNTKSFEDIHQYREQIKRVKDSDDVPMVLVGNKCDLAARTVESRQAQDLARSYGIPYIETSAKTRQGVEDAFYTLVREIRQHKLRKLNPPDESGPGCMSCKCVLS
Cdc42 wt GTP: human Cdc42 wildtype GTP binding change, either direction; P60953; GST-Cdc42 beads, Bodipy-GTP binding, flow cytometry; actives lie on both sides; percent activity (GTP binding), % at 10 µM; 190,000 compounds, 0.2% hits; AID 761;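 active means percent activity GTP binding at least 20 points away from the 100% baseline, either down as inhibitor or up as activator; inconclusive means compound flagged as likely green fluorescent from well-wide comparison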;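 further: median bead fluorescence of bound Bodipy-FL-GTP at 100 nM; 0% = excess unlabeled GTP control and 100% = no compound control; below 100% means less GTP binding so inhibitor and above means activator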
Target sequence (P60953 whole entry, looked up): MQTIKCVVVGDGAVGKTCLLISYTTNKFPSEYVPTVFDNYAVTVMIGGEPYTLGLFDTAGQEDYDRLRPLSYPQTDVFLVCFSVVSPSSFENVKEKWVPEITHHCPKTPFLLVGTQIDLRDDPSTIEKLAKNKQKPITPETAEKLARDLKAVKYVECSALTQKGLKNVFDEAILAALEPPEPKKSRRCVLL
Rab2 wt GTP: changes GTP binding to wildtype dog Rab2A, up or down; 190,000 compounds, 0.19% hits; GTP binding activity, % at 10 µM; GST-Rab2 wt beads, Bodipy-GTP binding, flow cytometry; P61105;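 active means GTP binding activity at least 20 points away from 100%, either lowered or raised; inconclusive means signal likely due to the compound's own green fluorescence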;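 further: 0% = beads with excess unlabeled GTP and 100% = no-compound control corrected for plate trend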
Mcl1 Noxa PPI: disrupts binding of human Mcl-1 to Noxa peptide; TR-FRET Mcl-1/Noxa peptide binding, 2 h; inhibition, % at 21.7 µM; 220,000 compounds, 1.5% hits;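 active means compounds that cut the protein-peptide binding signal by more than 50% relative to plate controls in a single-dose test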;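 further: His-tagged Mcl-1 with rhodamine Noxa BH3 peptide and terbium anti-His antibody; 0% = Mcl-1 plus Noxa peptide wells and 100% = peptide-only wells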
Rab7 wt GTP bind: alters GTP binding to wildtype dog Rab7; GST-Rab7 beads, fluorescent GTP binding, flow cytometry; actives lie on both sides; untreated = 100%, excess cold GTP = 0%; GTP binding activity (percent of control), % at 10 µM; 190,000 compounds, 0.055% hits;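 active means fluorescent GTP binding to Rab7 beads changed by at least 20 points from the 100% baseline, either direction, mostly lower; inconclusive means compound itself probably fluorescent, or too few beads counted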;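 further: median green fluorescence of bound Bodipy-FL-GTP per Rab7 bead population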
Rac1 act GTP bind: alters GTP binding to activated mutant human Rac1; GST-Rac1 activated beads, fluorescent GTP binding, flow cytometry; actives lie on both sides; 100% means binding = to untreated wells; percent activity (GTP binding), % at 10 µM; 190,000 compounds, 0.11% hits;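 active means GTP binding at least 20 percentage points away from the 100% baseline, in either direction, so actives lie on both sides; inconclusive means Compound likely fluorescent itself, or too few beads counted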
Rac1 wt modul: modulators of human Rac1 wildtype GTP binding; P63000; GST-Rac1 beads, fluorescent GTP binding, flow cytometry; actives lie on both sides; 0 = cold GTP competed, 100 = untreated; GTP binding activity (% of control), % at 10 µM; 190,000 compounds, 0.27% hits; AID 757;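 active means GTP binding activity at least 20 points away from the 100% control level, either lower or higher; inconclusive means compound flagged as likely green fluorescent, judged across all proteins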
Avidin fluor: compound fluoresces at 488/530 nm on avidin beads; compound fluorescence 488/530 nm, flow cytometry; hits give high values; AID 1775; 220,000 compounds, 0.38% hits; fluorescence (KMESF) at 10 µM; in the data active means fluorescence above about 47; further: inactives centre near 10
Pf gamet viab: inhibitors of late stage P. falciparum gametocyte viability; inhibition, % at 10.9 µM; P. falciparum stage V gametocytes, ATP luminescence, 24 h; 150,000 compounds, 0.065% hits; AID 743093;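 active means inhibition above the mean plus 3 SD of compounds within the control limits, set per campaign, cut at about 38% in these data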;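 further: 0% = DMSO wells and 100% = medium only without gametocytes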
* = called active by the depositor; ? = inconclusive; . = not tested or not shown.

SMILES	Mcl1-Bid inh	Mcl-1 Bim block	HRas wt GTP bind	Cdc42 wt GTP	Rab2 wt GTP	Mcl1 Noxa PPI	Rab7 wt GTP bind	Rac1 act GTP bind	Rac1 wt modul	Avidin fluor	Pf gamet viab
CC1=NN(c2ccccc2)C(=O)/C1=C/c1c(O)n(-c2ccc(F)cc2)[nH]c1=O	-16	-6	94	98	96	37	96	95	98	11	-2
C=CCS/C(=N\n1cnc2ccccc2c1=O)N(CC)CC	3	0	104	105	103	14	103	101	106	9	.
COc1ccc(N(C(=O)c2ccc(F)cc2)C2=CC3CCC(C2)N3C)cc1 (centres undefined)	-44	4	?	?	?	-6	?	?	?	10	.
C/C(=N\NC(=O)c1cc(C)oc1C)c1ccc2c(c1)OCO2	-4	-2	95	92	94	3	92	94	97	7	-1
CCOCCCN1CC(C(=O)NCc2ccc3c(c2)OCO3)CC1=O (centres undefined)	-13	0	99	95	101	2	107	93	101	9	-2
Cc1ccc(-n2nc(C)c3c(-c4cccs4)c(C#N)c(N)nc32)cc1	5	2	98	96	99	-48	98	98	98	21	.
COc1ccccc1CNC(=O)C1CCCN(S(=O)(=O)c2c(C)[nH]c(=O)[nH]c2=O)C1 (centres undefined)	-58	0	99	98	98	-16	96	99	100	11	.
O=C(CN1C(=O)COc2ccccc21)c1cccc(Cl)c1	-23	-154	100	103	97	-2	96	99	104	6	7
Cn1nnnc1SCC(=O)c1ccco1	-24	0	101	104	101	3	100	100	102	10	.
COc1cc(NC2=Nc3cccc4cccc2c34)cc(OC)c1OC	-38	-3	97	96	96	18	97	98	102	15	-2
CCOC(=O)N1CCC(Nc2c(NCCN3CCN(c4cccc(Cl)c4)CC3)c(=O)c2=O)CC1	-31	-4	98	99	100	11	101	98	100	9	.
C=C(C)COc1ccc(-c2n[nH]c(C)c2-c2ccccc2OC)c(O)c1	-12	.	99	98	99	8	102	96	99	7	.
COc1ccc([N+](=O)[O-])cc1/C=N/NC(=O)Cc1ccccc1	-21	0	97	96	97	-12	103	97	99	8	.
COc1ccccc1CNC(=O)c1ccc(S(=O)(=O)N2CCCC2)cc1	-3	2	98	96	97	11	102	96	103	8	.
COc1ccc(C(=O)OCC(=O)c2cc(OC)ccc2OC)c(OC)c1	-8	-3	101	97	97	-10	98	97	104	9	-1
CCCCCCCC(=O)Nc1ccc(C(=O)N/N=C/c2cccc([N+](=O)[O-])c2)cc1	-15	-1	99	98	97	23	99	100	103	7	7
CC(=O)OCc1c(C(F)(F)F)nn(C)c1Sc1ccccc1	-31	-5	99	98	99	8	100	98	101	9	22
CCC(CC)C(=O)Nc1c2c(nn1-c1ccc(OC)cc1)CS(=O)(=O)C2	-17	-1	102	102	99	-3	101	100	102	10	.
Cc1ccc(CSC2=Nc3sccc3C3=NC(=O)CN23)cc1	-7	0	96	95	98	19	97	97	101	7	11
CCc1nc(OCC(=O)c2ccccc2)c(C#N)c2c1COC(C)(C)C2	15	-1	100	100	99	-1	99	98	101	7	.
CCOc1ccccc1-n1c(SCC(=O)Nc2ccc(CC)cc2)nc2n[nH]c(C)c2c1=N	-14	1	100	100	102	12	107	95	98	21	.
CCOC(=O)c1c(C)[nH]c(C)c1C(=O)CSc1nc(N)cc(=O)[nH]1	-62	0	99	103	96	8	96	102	102	28	-7
COc1ccccc1N1CCN(c2ccc(-c3ccccc3)nn2)CC1	-45	-4	99	97	97	8	99	97	100	14	.
O=C(c1cc2sccc2n1Cc1ccccc1)N1CCCc2ccccc21	-15	-3	102	100	100	-2	101	98	105	35	.
COc1ccccc1CN(Cc1nc2ccccc2c(=O)[nH]1)C(=O)Nc1ccc(C)cc1	2	0	102	100	101	6	99	101	103	11	-9
CS/C(=N\S(=O)(=O)c1cccs1)NC(=O)CSc1nc2ccccc2s1	-5	1	100	103	100	53*	99	99	104	8	.
Cc1c(NC(=O)c2c(F)cccc2F)c(=O)n(-c2ccccc2)n1C	1	2	103	103	102	-1	106	100	107	33	.
Cc1ccc2nc(-c3ccc(N4C(=O)CC(N5CCCC(C)C5)C4=O)cc3)sc2c1 (centres undefined)	-2	-1	101	102	101	10	101	98	102	8	.
Cc1cccc(N2CCN(CCNC(=O)c3cc4c(s3)CS(=O)(=O)C4)CC2)c1C	-6	-3	?	?	?	-2	?	?	?	22	-7
O=C(Nc1nncs1)c1cccc(S(=O)(=O)N2CCc3ccccc32)c1	-9	2	91	89	92	14	97	89	95	11	20
Cc1[nH]c2ccccc2c1C(c1ccccn1)N1CCCC1 (centres undefined)	-36	-1	99	98	98	6	105	98	97	12	-12
COc1ccc(S(=O)(=O)Nc2ccc(N3CCOCC3)cc2)cc1Br	-42	1	104	105	102	27	105	102	110	8	.
CCCC(=O)Nc1ccc(Cc2ccc(NC(=O)CCC)c(C(=O)O)c2)cc1C(=O)O	-17	0	93	92	91	17	102	89	97	6	.
O=C(CN1C(=O)CSc2ccc(S(=O)(=O)N3CCOCC3)cc21)NCc1cccnc1	-7	-6	101	97	100	54*	106	95	101	22	-4
O=C1COc2ccc(C(=O)COC(=O)CNC(=O)C3CCCCC3)cc2N1	-14	-1	99	96	99	-2	99	94	96	12	4
CN1C(=O)C2(OCC(COc3ccc(Cl)cc3)O2)c2ccccc21 (centres undefined)	1	-6	100	99	101	17	99	97	107	15	.
O=S(=O)(NCc1ccco1)N1CCCCCC1	-17	-3	?	?	?	4	?	?	?	9	.
Cc1cc(NC(c2cccnc2)c2ccc3cccnc3c2O)no1 (centres undefined)	-127	2	105	105	103	-92	103	102	108	4	.
COc1cc(NC(=O)CN2CCCCC2C)c(C)cc1[N+](=O)[O-] (centres undefined)	-14	-2	103	102	101	12	105	100	109	13	.
O=C(CCCCCN1C(=O)c2ccccc2C1=O)Nc1ccc2c(c1)OCCO2	-8	-2	98	100	99	17	101	97	99	7	.
CS(=O)(=O)N1CCC(Oc2ccccc2C(=O)N2CCCCC2CO)CC1 (centres undefined)	6	-3	95	96	91	10	93	97	102	10	-26
Cc1nn(-c2ccccc2)c2sc(C(=O)N3CCCCC3)cc12	-13	1	100	98	101	5	102	102	105	.	.
S=C(NC1CCCCC1)NC1CC2CCC(C1)N2Cc1ccccc1 (centres undefined)	-54	-4	98	98	98	9	103	98	102	10	-3
Cc1nn(C)c(Cl)c1C(=O)NCC(=O)O	7	1	93	88	91	11	96	92	91	8	-12
Cc1ccc2[nH]c(=O)c(CN(C)C(=O)c3ccccn3)cc2c1	-14	-2	96	97	97	-7	94	94	94	6	10
O=C(CCNS(=O)(=O)c1cccc2nsnc12)NCc1ccco1	-10	-1	101	101	100	6	104	97	100	10	.
Cn1cc([N+](=O)[O-])c(C(=O)Nc2ccc3nc(-c4ccccc4)[nH]c3c2)n1	2	0	97	99	97	38	97	99	99	28	-15
Nn1c(SCC(=O)NC2CCCCC2)nnc1-c1ccccc1	6	-1	103	105	105	-4	99	101	104	14	.
O=C(O)c1ccc(/C=N/Nc2ccc(F)cc2F)cc1	-27	0	96	101	97	11	99	95	100	9	-48
Cc1ccc(-c2c3c(=O)n(C)c(=O)n(C)c3cn2Cc2cccnc2)cc1	-60	1	105	107	105	-4	98	101	101	7	.
Cc1cccc(OCC(=O)Nc2ccc(S(=O)(=O)N3CCCC3)cc2)c1	-8	0	99	98	99	0	101	100	100	17	.
COc1ccc(C/C(O)=C(\C#N)c2nc3ccccc3s2)cc1	-6	1	96	94	93	10	94	93	95	10	.
CCCCn1c(N)c(N(CC)C(=O)c2cccc(OC)c2)c(=O)[nH]c1=O	-31	-1	99	94	98	2	103	95	95	23	-5
CC(NS(=O)(=O)c1ccc2c(c1)OCCCO2)C(=O)O (centres undefined)	6	-2	101	103	101	27	99	99	104	17	6
CCOC(=O)c1nc(-c2ccc(OC)c(OC)c2)no1	-14	-1	101	99	103	5	104	101	104	6	8
Cn1cccc1CC(=O)N/N=C\c1c2ccccc2cc2ccccc12	-126	4	96	97	95	27	96	97	98	8	.
O=C(Nc1ccc(S(=O)(=O)N2CCOCC2)cc1)c1ccco1	-5	-1	102	107	101	8	99	103	105	18	21
O=C(NN=C1CCCCCCCCCCC1)c1cccnc1	-7	0	96	98	96	13	96	96	103	3	-3
O=C(c1cc(-c2cccnc2)nc2ccccc12)N1CCCc2ccccc21	0	6	99	101	101	-4	100	101	102	3	0
O=C(NCc1ccncc1)Nc1ccc2c(c1)OCO2	-16	1	97	95	97	20	104	93	96	8	-25

Two entries drawn at random from those above:
SMILES	Mcl1-Bid inh	Mcl-1 Bim block	HRas wt GTP bind	Cdc42 wt GTP	Rab2 wt GTP	Mcl1 Noxa PPI	Rab7 wt GTP bind	Rac1 act GTP bind	Rac1 wt modul	Avidin fluor	Pf gamet viab
O=C(CCNS(=O)(=O)c1cccc2nsnc12)NCc1ccco1	-10	-1	101	101	100	6	104	97	100	10	.
COc1ccc(C/C(O)=C(\C#N)c2nc3ccccc3s2)cc1	-6	1	96	94	93	10	94	93	95	10	.

More records.
SMILES	Mcl1-Bid inh	Mcl-1 Bim block	HRas wt GTP bind	Cdc42 wt GTP	Rab2 wt GTP	Mcl1 Noxa PPI	Rab7 wt GTP bind	Rac1 act GTP bind	Rac1 wt modul	Avidin fluor	Pf gamet viab
CC(=O)C1=C(O)C(=O)N(c2nccs2)C1c1ccccc1 (centres undefined)	-27	0	99	101	97	-5	97	91	102	12	-7
COc1ccc(CCNC(=O)Cn2cnc3scc(-c4ccccc4)c3c2=O)cc1OC	-15	0	97	93	100	12	102	91	98	9	-3
COc1ccc2[nH]c(=O)c3c(c2c1)OC(C)(C)C=C3	-42	2	100	99	99	-17	97	98	102	5	.
O=C1c2cccc3cccc(c23)C(=O)N1CCCCCc1n[nH]c(=S)o1	-62	0	?	?	?	16	?	?	?	5	-16
O=C(COC(=O)C1=COCCO1)Nc1ccccc1Oc1ccccc1	-15	1	98	96	96	17	96	94	96	10	.
C/C(=N\OC(=O)NC1CCCCC1)c1sc(-c2ccccc2)nc1C	-29	-2	104	104	105	8	101	101	102	9	12
Cc1ccc(S(=O)(=O)Nc2cc(C)nn2-c2ccccc2)cc1	-10	-8	99	99	101	6	100	99	101	6	-7
Cn1cccc1/C=C1\CCc2ccccc2C1=O	-41	-4	103	101	99	13	106	94	101	11	-9
CCC(CO)N=CC1=C(O)CC(C)(C)CC1=O (centres undefined)	-3	0	94	96	94	-8	94	93	93	7	9
Cc1cccc(NC(=S)NNC(=O)c2csc(C)c2)c1	-30	-4	98	98	100	-1	99	96	101	4	-2
CCN(Cc1ccccc1)Cc1nc(CCc2ccccc2)no1	-1	-3	95	96	97	8	95	97	99	6	-7
O=C(Cn1ncc2c1-c1ccccc1OC2)N(Cc1ccco1)C1CCCCC1	-25	0	102	103	102	15	103	100	107	8	.

High-throughput results deposited in PubChem BioAssay by several laboratories.
